From PubChem
Thrombin inh = blocks human thrombin protease activity; P00734; alpha-thrombin, Boc-VPR-AMC fluorogenic substrate cleavage; inhibition, % at 5 µM; hit rate 0.26% among 220,000; AID 1046;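 active = inhibition at or above 40%; inactive = inhibition below 40%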;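 also: 0% = enzyme with no compound and 100% = wells without enzyme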
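Test system: human alpha-thrombin; medium: pH 7.5 Tris-saline with Tween 20; times: reaction at room temperature; signal: AMC fluorescence at 355 nm excitation and 460 nm emission; also added: Boc-VPR-AMC substrate, 15 µM final; dosing: one concentration per compound, 5 µM, with 0.2% DMSO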
FXIIa inh 1536 = inhibitors of human coagulation factor XIIa. P00748. purified FXIIa, Boc-QGR-AMC fluorogenic substrate, 2 h. inhibition, % at 5 µM. hit rate 0.3% among 220,000. AID 800; in the data active = inhibition above about 40%;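 also: 0% = enzyme with no compound and 100% = blank without enzyme; many of its hits are not listed in these tables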
Target sequence (P00748 20-372 limits assumed): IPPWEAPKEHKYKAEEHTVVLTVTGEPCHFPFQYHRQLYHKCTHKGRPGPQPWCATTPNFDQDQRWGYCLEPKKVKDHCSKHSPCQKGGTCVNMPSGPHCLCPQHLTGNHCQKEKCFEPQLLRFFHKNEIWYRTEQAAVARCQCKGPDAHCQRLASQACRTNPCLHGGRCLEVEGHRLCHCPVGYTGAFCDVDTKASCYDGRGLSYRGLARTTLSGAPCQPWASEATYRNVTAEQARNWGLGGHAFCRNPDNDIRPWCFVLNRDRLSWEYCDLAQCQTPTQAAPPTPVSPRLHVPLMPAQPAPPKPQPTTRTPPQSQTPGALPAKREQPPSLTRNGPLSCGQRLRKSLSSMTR
Target sequence (P00748 373-615 limits assumed): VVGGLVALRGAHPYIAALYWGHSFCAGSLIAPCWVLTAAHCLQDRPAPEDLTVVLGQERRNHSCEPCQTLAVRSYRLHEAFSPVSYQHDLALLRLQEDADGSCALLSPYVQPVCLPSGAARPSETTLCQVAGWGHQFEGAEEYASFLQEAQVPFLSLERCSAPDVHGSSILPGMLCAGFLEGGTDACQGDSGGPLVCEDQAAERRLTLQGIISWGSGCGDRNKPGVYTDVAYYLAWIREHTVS
14-3-3 Bad inh = disrupts binding of bovine 14-3-3 zeta to phospho-Bad peptide | AID 781 | hit rate 0.71% among 220,000 | TR-FRET 14-3-3zeta/Dy647-pBad peptide displacement, 1 h | inhibition, % at 21.7 µM;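 active = inhibition above about 70%, limit read from the data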;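 also: 0% = full 14-3-3 plus peptide FRET controls and 100% = background without 14-3-3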
Target sequence (P63103 whole entry, looked up): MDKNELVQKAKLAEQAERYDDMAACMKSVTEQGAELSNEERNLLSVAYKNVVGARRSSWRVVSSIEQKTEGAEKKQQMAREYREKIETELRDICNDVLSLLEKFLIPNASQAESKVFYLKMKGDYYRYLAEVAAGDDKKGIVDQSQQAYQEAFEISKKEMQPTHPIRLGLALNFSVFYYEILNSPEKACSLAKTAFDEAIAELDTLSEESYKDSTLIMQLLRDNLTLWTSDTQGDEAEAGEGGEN
hK5 inh = kallikrein 5 (human) inhibition; AID 873; inhibition, % at 5 µM; recombinant hK5, fluorogenic AMC substrate cleavage; hit rate 0.59% among 210,000;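 active = inhibition of 40% or more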;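 also: 0% = enzyme controls without compound and 100% = no-enzyme blanks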
Target sequence (Q9Y337 67-293 limits assumed): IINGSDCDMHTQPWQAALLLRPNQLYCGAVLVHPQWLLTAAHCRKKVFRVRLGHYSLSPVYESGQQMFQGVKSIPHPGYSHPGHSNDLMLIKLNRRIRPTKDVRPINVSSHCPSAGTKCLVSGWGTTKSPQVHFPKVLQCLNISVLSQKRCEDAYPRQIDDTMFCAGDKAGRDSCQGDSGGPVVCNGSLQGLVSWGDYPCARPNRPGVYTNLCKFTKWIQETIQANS
Hck-Nef inh = human Hck-Nef kinase inhibition; inhibition, % at 20 µM; Recombinant Hck-YEEI plus Nef, Z-Lyte FRET kinase assay; P08631; hit rate 0.68% among 220,000;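 active = Hck-Nef kinase inhibition above about 50%, limit read from the data; inactive = inhibition below that limit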;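 also: 0% = DMSO with Hck plus Nef and 100% = Hck alone without Nef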
Wee1 degr inh = inhibitors of human Wee1 degradation. P30291. HeLa Luc-Wee1K328M stability, luciferase luminescence; 100% = proteasome inhibitor MG132 effect. reporter increase, % at 5 µM. hit rate 1.2% among 220,000. AID 1321;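 active = activation above the mean of all tested compounds plus 3 SD, set per screening run, cut at about 8.8% in these data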;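 also: cells exposed to compound for 20 h before luminescence read; 0% = DMSO alone and 100% = MG132 at 30 µM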
FXIa inh 1536 = factor XIa (human) inhibition; purified FXIa, Boc-Glu-Ala-Arg-AMC fluorogenic substrate; hit rate 0.14% among 220,000; AID 798; P03951; inhibition, % at 5 µM;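 active = inhibition of at least 40%; inactive = inhibition below 40%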;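 also: fluorescence of freed AMC excited at 355 nm; 0% = enzyme without compound and 100% = no enzyme blank; many of its hits are not listed in these tables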
Runt-SMMHC FRET = Runt domain-CBFb-SMMHC interaction inhibition; Q01196+Q13951; Cerulean-Runt/Venus-CBFb-SMMHC FRET ratio 530/480, 1 h; inhibition, % at 20 µM; hit rate 0.74% among 220,000;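 active = mean inhibition across duplicate retests at 20 µM reaching about 50%, limit read from the data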;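 also: 0% = DMSO wells and 100% = wells with excess untagged CBFb-SMMHC; inhibitors lower the FRET ratio by blocking Runt binding to CBFb-SMMHC; some results filed as inactive read as strong as hits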
Runt-CBFb FRET = Runt domain-CBFb interaction inhibition | Cerulean-Runt/Venus-CBFb FRET ratio 530/480, 1 h | hit rate 0.46% among 220,000 | inhibition, % at 20 µM | AID 1496;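 active = inhibition over about 50% at 20 µM in the single-dose screen, limit read from the data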;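 also: 0% = DMSO wells and 100% = excess unlabeled CBFb competitor control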
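Doses: 20 µM compound in 1% DMSO | Material: Cerulean-labeled Runt domain protein | Amount: Each fluorescent fusion protein 100 nM | Schedule: Two 1 h room-temperature incubations shielded from light | Measured by: FRET fluorescence | Evaluation: Loss of energy transfer signal | Controls: Unlabeled CBFb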
* = called active by the depositor; nt = not tested or not shown; & = joins results of further samples; [ ] = remark or other dose. Some of the compounds tested; the hit share may differ from the screen's.

SMILES | Thrombin inh | FXIIa inh 1536 | 14-3-3 Bad inh | hK5 inh | Hck-Nef inh | Wee1 degr inh | FXIa inh 1536 | Runt-SMMHC FRET | Runt-CBFb FRET
CCN(CC)c1ccc(CN(C)CCc2ccc(OC)c(OC)c2)cc1 | -5 | -6 | 8 | 1 | -1 | 0 | -9 | 2 | -1
CN(CC1COc2ccccc2O1)c1nc(-c2cccnc2)nc2ccccc12 (stereo not drawn) | 17 | 10 | -3[fluorescence artefact?] | 53* | 4 | 1 | 11 | nt | nt
CCCC(=O)Nc1cc(C(=O)N2CCC3(CC2)OCCO3)ccc1S(=O)(=O)c1ccc(C)cc1 | 0 | -2 | 4 | 1 | 1 | -3 | -6 | 2 | 0
CCOP(=S)(OCC)SCC(=O)NC(C)(CC)C(=O)O (stereo not drawn) | -7 | 10 | 2 | -20 | 3 | 2 | -2 | -5 | 0
CSc1ccc(C(=O)C2CCCN(Cc3cccnc3)C2)cc1 (stereo not drawn) | -2 | 7 | 0 | nt | 15 | -2 | -2 | 2 | 0
O=C1NC(=O)N(Cc2cccs2)C(=O)/C1=C/c1ccc(N2CCOCC2)cc1 | -2 | 11 | -1 | -6 | 10 | 0 | -2 | 4 | 6
O=C1OCCC1NC1=NCCC1 (stereo not drawn) | 1 | 14 | 13[fluorescence artefact?] | 1 | 1 | 0 | 18 | -11 | -2
CC(C)N1CCN(Cc2cc3c(cc2Cl)OCO3)CC1CCO (stereo not drawn) | -3 | 7 | 2 | 0 | 7 | 0 | 3 | 0 | 2
CCCCCn1c(=O)c(C(=O)NCc2ccco2)c(O)c2ccccc21 | -1 | 11 | -7 | 3 | 21 | -1 | -1 | 3 | 1
CCOP(=O)(C#CC(C)(C)C)C1(O)CCCCC1 (stereo not drawn) | -3 | 2 | 1 | -27 | -1 | 0 | -20 | -7 | -2
CN1C2CCC1CC(=NO)C2 | -9 | 1 | -1 | -1 | 14 | 0 | -5 | 1 | 0
CCCCC(=O)N/N=C/c1c(O)n(C2CC2)c(=S)[nH]c1=O | 0 | 12 | -4 | -90 | 3 | -3 | 4 | 1 | 1
CCOP(=O)(OCC)C(NC(=O)C(Cl)Cl)C(Cl)(Cl)Cl (stereo not drawn) | 3 | -3 | 6 | -10 | 1 | 5 | -7 | -1 | -2
C=COCCn1c(C)c(C(=O)OCC)c2cc(O)ccc21 | -1 | 8 | -9 | -5 | 3 | 1 | 0 | 5 | 3
N=C1c2ccccc2CN1CC(=O)c1ccccc1 | 4 | 16 | 7[fluorescence artefact?] | 0 | 1 | 5 | 16 | 1 | 0
CCCCn1c(O)c(C(C)=NCCCN(C)C)c(=O)[nH]c1=O | -13 | 16 | 8 | -10 | 4 | -2 | -2 | 1 | -1
Brc1ccc(C2N3CCCN23)cc1 (stereo not drawn) | -2 | 9 | -4 | -12 | 4 | -2 | 4 | -1 | -2
O=c1c2ccccc2nc(-c2ccco2)n1-c1ccccc1 | 1 | 14 | 8 | -8 | 2 | -1 | 7 | -8 | 2
Cc1cc(C)c2c(c1)-c1cc(C)nn1C(c1cccnc1)N2 (stereo not drawn) | 0 | 4 | 8 | -1 | -23 | -3 | -1 | -5 | 0
CCOC(=O)c1ccc(N=C(CC)c2c(O)n(C)c(=O)n(C)c2=O)cc1 | -1 | 11 | 5 | -4 | 17 | -1 | -2 | -3 | 1
CCOP(=O)(Cc1cc(C#N)oc1C)OCC | -5 | 11 | 0[fluorescence artefact?] | -9 | -11 | 2 | 6 | 1 | -2
O=c1[nH]c(=O)n(CC2CCCO2)c(O)c1/C=C1\C=Nc2ccccc21 (stereo not drawn) | 15&-6 | 23&8 | 0&-4 | 7&-4 | -8&-1 | 0&1 | 5&1 | -6&-11 | -3&0
O=S(=O)(F)c1ccc2nc(-c3cccc(Sc4ccccc4)c3)cc(Cl)c2c1 | 0 | 12 | 0 | 2 | 23 | 8 | 2 | 2 | 1
C[N+]1(C)CCc2cc3c(cc2[C@H]1[C@@H]1OC(=O)c2c1ccc1c2OCO1)OCO3 | nt | 3 | 7&4 | -7 | -11 | 1&0 | 6 | -8&-29 | -8&-9
Cc1nc2cc(C(=O)N3CCC4(CC3)OCCO4)ccc2n1-c1ccc(Br)cc1 | -9 | -11 | 3 | -2 | 0 | -1 | -13 | 6 | -3
O=[N+]([O-])c1ccc(N2CCCCCC2)c2ncccc12 | -6 | -4 | -8 | -10 | -6 | -1 | -3 | -6 | 4
CC12CN3C(O)C(C)(C1)CC(C)(C2)C3O (stereo not drawn) | 3 | 14 | -6 | -15 | 0 | 0 | 4 | 0 | -2
Cc1c(C(=O)c2ccccc2)c2ccccc2n1C | 3 | 10 | -3 | 2 | 29 | -3 | 4 | 0 | -1
FC(F)=C(F)CCSc1ncn[nH]1 | 3 | 1 | -4 | -14 | 3 | -1 | -3 | -1 | 2
Cc1cc(Cl)nc(N)n1 | -7 | -3 | -6[fluorescence artefact?] | -3 | -75 | 0 | -6 | -6 | -2
CCOc1ccc2nc(N=Nc3c(O)[nH]c(=S)[nH]c3=O)sc2c1 | 7 | 8 | 9 | 3 | 0 | -2 | 2 | -12 | -8
COc1ccccc1N1CCN(Cc2c(F)cccc2Cl)CC1 | -1 | 9 | 58 | 0 | 2 | 1 | 2 | 2 | 2
Fc1cccc(F)c1CN1CCN(Cc2c(F)cccc2F)CC1 | 0 | 17 | -5 | 4 | 0 | 0 | 6 | 2 | -1
O=C(C1CC(c2ccc(F)cc2)=NO1)N1CCC2(CC1)OCCO2 (stereo not drawn) | -3 | -3 | 3[fluorescence artefact?] | -3 | -2 | 2 | -10 | -1 | -2
CCN(CC)c1ccc(/C=C2\C(=O)NC(=O)N(CC3CCCO3)C2=O)cc1 (stereo not drawn) | -1 | 20 | -5 | -18 | 6 | 1 | 9 | -9 | -6
CN(C)C1(CNC(=O)c2ccc(Cl)c(S(=O)(=O)NCc3ccco3)c2)CCCCC1 | 7 | 12 | -6[fluorescence artefact?] | -1 | -1 | 15* | 4 | 2 | 0
CCC(=O)N1N=C2C3CCN(CC3)C2C1c1ccccc1 (stereo not drawn) | 0 | 10 | -7[fluorescence artefact?] | -17 | -2 | -2 | 4 | 2 | 0
Cc1ccc(CN2C3CCCC2CC(NC(=S)NCc2ccccc2)C3)cc1 (stereo not drawn) | -2 | 11 | -11 | 11 | 10 | -2 | 0 | -1 | 2
C=CCN1CC[C@@]2(C)c3cc(O)ccc3CC1[C@@H]2C | -1 | 5 | 8 | -1 | 31 | nt | -1 | -2 | 3
CC1CCCN(CC(=O)N2CCCc3ccccc32)C1 (stereo not drawn) | 28 | 19 | -6 | 87* | 8 | -1 | 2 | -1 | -3
Cc1ccc(N2C(=O)NC(=O)C(CCc3ccccn3)(Cc3ccc(F)cc3)C2=O)cc1 (stereo not drawn) | -14 | 7 | -5 | 0 | 25 | 3 | 3 | nt | nt
O=C1NC(=O)N(Cc2ccc(F)cc2)C(=O)/C1=C\c1ccc([N+](=O)[O-])s1 | -5 | 5 | 8 | 2 | 37 | -2 | 2 | 34 | 19
O=C(Nc1ccccc1OC(=O)N1CCCCC1)N1CCCCC1 | 0 | 3 | -2 | -21 | 1 | 0 | -1 | -3 | -1
O=C(CN1C(=O)CCSc2ccccc21)N1CCC2(CC1)OCCO2 | -3 | -4 | -4 | 1 | -1 | -1 | -2 | 0 | 0
C=CCn1c(O)c(/C(C)=N/NC(=S)Nc2ccccc2)c(=O)[nH]c1=O | 0 | 6 | -1 | 1 | -12 | -2 | 2 | 19 | 15
Cc1ccc2c(c1)C1CN(C)CCC1N2C(=O)c1cccs1 (stereo not drawn) | 2 | 9 | -3 | 2 | 26 | -1 | 1 | -2 | 1
CN1C(=O)/C(=C\c2ccc(N3CCCCCC3)cc2)C(=O)NC1=S | -8 | 2 | 1 | -6 | 21 | 0 | -1 | 7 | 8
COc1ccccc1N=Nc1c(O)[nH]c(=S)[nH]c1=O | -1 | 11 | -18 | 4 | 23 | -1 | 3 | -51 | -30
C=CCn1c(O)c(C=NCCCOc2ccc(CC)cc2)c(=O)[nH]c1=S | -1 | 13 | -2 | -1 | 7 | -2 | -1 | 4 | -1
CCCOC(=O)COc1cc(C)cc2oc(=O)c3c(c12)CCC3 | -3 | 9 | 29 | -18 | 2 | 0 | 1 | -2 | -9

A portion from the list above:
SMILES | Thrombin inh | FXIIa inh 1536 | 14-3-3 Bad inh | hK5 inh | Hck-Nef inh | Wee1 degr inh | FXIa inh 1536 | Runt-SMMHC FRET | Runt-CBFb FRET
Cc1ccc(N2C(=O)NC(=O)C(CCc3ccccn3)(Cc3ccc(F)cc3)C2=O)cc1 (stereo not drawn) | -14 | 7 | -5 | 0 | 25 | 3 | 3 | nt | nt
O=C1NC(=O)N(Cc2ccc(F)cc2)C(=O)/C1=C\c1ccc([N+](=O)[O-])s1 | -5 | 5 | 8 | 2 | 37 | -2 | 2 | 34 | 19
O=C(Nc1ccccc1OC(=O)N1CCCCC1)N1CCCCC1 | 0 | 3 | -2 | -21 | 1 | 0 | -1 | -3 | -1

(list continues)
SMILES | Thrombin inh | FXIIa inh 1536 | 14-3-3 Bad inh | hK5 inh | Hck-Nef inh | Wee1 degr inh | FXIa inh 1536 | Runt-SMMHC FRET | Runt-CBFb FRET
COc1ccccc1N1CCN(Cc2c(F)cccc2F)CC1 | -3 | 3 | 53[fluorescence artefact?] | -17 | -1 | -3 | -2 | -2 | 1
O=C(c1cccnc1)C1CCCN(Cc2nc(-c3cnccn3)no2)C1 (stereo not drawn) | 30 | 41* | 0 | 26 | 2 | 2 | 37 | -2 | 0
Oc1ccc2c3c1O[C@H]1c4oc5ccccc5c4C[C@@]4(O)[C@@H](C2)N(CC2CC2)CC[C@]314 | 0 | 2 | -1 | 1 | -12 | nt | -1 | -5 | 2
CCCCCOc1ccc(C)cc1CN(CCCl)CCCl | -7 | -3 | 7 | -1 | 1 | 0 | 3 | -6 | 0
CSc1ccc(C(=O)C2CCCN(Cc3cc4ccccc4[nH]3)C2)cc1 (stereo not drawn) | -6 | 11 | -6 | -2 | 0 | 0 | 0 | 4 | 0
CCn1c(O)c(C(c2ccccn2)c2c(O)n(CC)c(=S)[nH]c2=O)c(=O)[nH]c1=S | 4 | 16 | 73* | -27 | -3 | -3 | 4 | 18 | 14
CC(=NCc1ccc2c(c1)OCO2)c1c(O)n(Cc2ccccc2)c(=O)[nH]c1=O | -6 | 6 | -2 | 0 | 20 | 2 | 0 | 0 | -1
NNC(=O)c1ccc(Cl)cc1 | -7 | 8 | -5 | -6 | 0 | -1 | -1 | -3 | 2
CC(C)CC(=O)NC(Oc1ccc(Cl)cc1)C(Cl)(Cl)Cl (stereo not drawn) | 3 | 19 | 5 | -7 | 0 | 2 | 5 | 3 | nt
Clc1ccc(COC(Cn2ccnc2)c2ccc(Cl)cc2Cl)c(Cl)c1 (stereo not drawn) | -3 | 0 | -11 | -14 | 4 | 1 | 23 | -4 | -4
O=C(Nc1ccncc1)c1cccn(Cc2ccccc2)c1=O | 0 | 8 | -4 | 4 | 13 | 7 | 1 | -1 | -3
CC(c1ccccc1)n1cncc1C(=O)O (stereo not drawn) | -2 | 8 | 1[fluorescence artefact?] | -8 | -6 | -2 | 6 | -1 | 0
OCC12COC3c4ccccc4C(OC1)N32 (stereo not drawn) | -4 | -10 | -1[fluorescence artefact?] | -17 | -8 | -1 | 0 | -1 | 0
